RAD52 inh: inhibitors of human RAD52 DNA annealing; recombinant RAD52 DNA annealing, FRET fluorescence; actives 0.46% (n = 360,000); inhibition, % at 18.7 µM; P43351;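 active = every replicate showing at least 50% inhibition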
RAD54 inh: blocks human RAD54 Holliday junction branch migration; Q92698; FAM/BHQ fluorescence; inhibition, % at 10.4 µM; actives 0.14% (n = 360,000); AID 602329;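 active = mean normalized replicate activity at least 40 and at least half of replicates scoring 40 or more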;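 also: 0% = median of neutral control wells and 100% = median of positive control wells; inhibitors cause a drop in the FAM fluorescence signal; in these data hits start at about 50%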
Target sequence (Q92698 whole entry, looked up): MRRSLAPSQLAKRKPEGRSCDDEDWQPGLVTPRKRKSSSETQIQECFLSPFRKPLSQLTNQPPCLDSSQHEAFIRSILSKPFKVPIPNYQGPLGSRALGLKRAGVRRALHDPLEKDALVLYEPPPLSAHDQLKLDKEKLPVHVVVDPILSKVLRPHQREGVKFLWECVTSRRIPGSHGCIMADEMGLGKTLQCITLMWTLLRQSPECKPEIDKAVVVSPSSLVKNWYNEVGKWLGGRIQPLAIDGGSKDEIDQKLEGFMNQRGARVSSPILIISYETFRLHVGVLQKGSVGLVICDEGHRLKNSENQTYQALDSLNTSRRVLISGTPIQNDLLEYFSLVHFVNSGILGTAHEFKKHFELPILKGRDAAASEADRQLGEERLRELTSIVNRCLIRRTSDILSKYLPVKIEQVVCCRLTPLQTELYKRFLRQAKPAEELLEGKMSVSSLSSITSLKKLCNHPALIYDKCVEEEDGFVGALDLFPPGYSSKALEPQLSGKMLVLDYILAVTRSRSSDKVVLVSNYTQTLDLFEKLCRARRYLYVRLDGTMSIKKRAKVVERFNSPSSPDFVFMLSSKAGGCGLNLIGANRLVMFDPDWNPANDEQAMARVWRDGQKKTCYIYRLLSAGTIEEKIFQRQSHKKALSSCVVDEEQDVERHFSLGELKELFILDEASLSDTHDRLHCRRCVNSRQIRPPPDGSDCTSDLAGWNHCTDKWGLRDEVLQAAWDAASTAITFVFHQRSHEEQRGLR
ERp5 inh: ERp5 (human) disulfide isomerase inhibition; actives 0.05% (n = 350,000); inhibition, % at 9.99 µM; Q15084; ERp5 insulin aggregation, absorbance 650 nm, 90 min;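 active = mean replicate inhibition above about 25%, with every replicate also reaching it, limit read from the data, passing the limit was not always enough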
XiGFP reactiv: activators of X-chromosome reactivation in mouse fibroblasts; XiGFP mouse fibroblasts, % GFP-positive cells imaging, 3 d; cells co-treated with 5-aza-dC sensitizer; scaled so ellipticine positive control = 100%; activation, % at 7.58 µM; actives 0.055% (n = 360,000); AID 743238;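 active = mean normalized replicate activation at least 10% and every replicate at or above 10%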;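 also: 0% = median of on-plate neutral control wells and 100% = ellipticine 6 µM median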
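Material: XiGFP fibroblasts, SV40-immortalized; Buffer or medium: DMEM containing 5-aza-dC; Compound dosing: single point; Times: 3 days compound exposure.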
esBAF inh: inhibitors of esBAF chromatin remodeling in mouse ES cells. Bmi1-luciferase knock-in reporter, 24 h; 100% = twice the neutral-well signal. reporter increase, % at 12.5 µM. actives 2% (n = 350,000); in the data active = activation above about 40%;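 also: 0% = median of the plate's neutral control wells and 100% = double that signal; a rise in the Bmi1 reporter signal indicates esBAF inhibition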
E-sel inducer: induces E-selectin expression in human endothelial cells; actives 0.37% (n = 260,000); HUVEC E-selectin immunofluorescence imaging; normalized: neutral wells 0, TNF-alpha wells 100; activation, % at 7.58 µM;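 active = mean E-selectin-positive cell signal at least 10% of the positive control, reached in at least 60% of replicates, without over 20% cell loss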;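 also: in these data hits start at about 27%; measured in HUVEC primary endothelial cells; signal is the percent of cells scored E-selectin positive by PE staining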
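Read-out: % PE-positive cells | Test system: HUVEC | Doses: One compound dose added by pin transfer | Buffer or medium: EGM-2 over gelatin coat | Signal: Immunofluorescence imaging | Benchmarks: TNF-alpha, DMSO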
S100A4 inh HTS: inhibitors of human S100A4 binding to myosin IIA peptide; P26447; S100A4/TAMRA-MyoIIA peptide fluorescence polarization; inhibition, % at 10.7 µM; actives 0.14% (n = 360,000);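 active = mean inhibition of at least 70% across replicates, with every replicate also reaching that level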
Target sequence (P26447 whole entry, looked up): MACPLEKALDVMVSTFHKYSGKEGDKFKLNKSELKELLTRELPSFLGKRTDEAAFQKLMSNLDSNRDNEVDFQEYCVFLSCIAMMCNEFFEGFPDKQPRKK
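Compound dosing: one dose per compound; test system: human S100A4 monomer with TAMRA-labelled myosin IIA peptide; probe or stimulus: TAMRA-labelled myosin IIA heavy-chain peptide probe, 5 nM; medium: HEPES buffer with Ca2+, pH 7.2; schedule: 5 min incubation before reading; benchmarks: neutral control DMSO, positive control TFP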
ERAP1 HTS inh: blocks human ERAP1 aminopeptidase activity. Q9NZ08. recombinant ERAP1, Leu-AMC fluorescence, 60 min. inhibition, % at 10.7 µM. actives 0.15% (n = 340,000);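 active = mean replicate inhibition of at least 30%, or all replicates individually reaching that 30% level; inactive = mean below 30% and not every replicate reaching it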;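 also: 0% = neutral control wells and 100% = L-leucinethiol positive control wells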
* = called active by the depositor; . = not tested or not shown.

SMILES	RAD52 inh	RAD54 inh	ERp5 inh	XiGFP reactiv	esBAF inh	E-sel inducer	S100A4 inh HTS	ERAP1 HTS inh
CN(C)CCNC(=O)C(=O)NCC1OCCN1S(=O)(=O)c1ccc(F)cc1 (centres undefined)	33	-9	2	-0.1	-2	-0.1	0	-4
O=C(Nc1cccc(-c2cc3ccccc3oc2=O)c1)c1ccc(Br)o1	-21	-2	-2	.	-9	.	-1	2
COc1ccc(CN(C)C[C@H]2Oc3ccc(NS(=O)(=O)c4ccc(OC)cc4)cc3C(=O)N([C@H](C)CO)C[C@@H]2C)cc1	5	2	2	-0.2	1	-0.5	1	-1
Cc1nnc(C)n1/N=C/c1ccc(C(=O)O)cc1	-15	10	3	.	-5	.	2	4
N#Cc1ccc(OCC(=O)N2CCN(S(=O)(=O)c3cccc(Cl)c3)CC2)cc1	-12	8	2	0.1	-6	.	2	5
CC(OC(=O)c1nccnc1N)C(=O)Nc1ccc(S(=O)(=O)N2CCCC2)cc1 (centres undefined)	1	.	3	-0.1	.	.	-4	-33
O=C(NCC[C@@H]1CC[C@@H](NC(=O)C2CCCCC2)[C@@H](CO)O1)c1cnccn1	4	-6	3	0.3	-2	0.0	-2	-3
Cc1ccc2nc(-c3ccc(NC(=O)Cc4cccs4)cc3)[nH]c2c1	4	5	-2	.	32	.	-2	-1
C[C@@H]1CN([C@H](C)CO)C(=O)Cc2cc(NS(=O)(=O)c3ccc(Cl)cc3)ccc2O[C@@H]1CN(C)C(=O)Nc1cccc2ccccc12	5	7	-4	-1.0	-1	16	52	0
CC1C=CC(C)C(C(=O)O)C1C(=O)O (centres undefined)	-7	-10	-2	.	6	.	2	-4
CCn1nnc2c(=O)oc3ccccc3c21	-32	.	-3	0.0	.	.	-5	1
C/C(=N\NC(=S)Nc1c(C)cccc1C)c1ccc(O)cc1	5	-1	-12	0.0	7	0.8	-2	1
O=C(Nc1ccccc1)N1C[C@@H]2N[C@H](C1)[C@@H]2c1ccc(/C=C/c2ccccc2)cc1	72*	.	-2	0.0	.	0.0	-10	0
CSc1cccc(NC(=O)C2C3C=CC4(O3)C2C(=O)N(CCCN2CCOCC2)C4C(=O)NC2CCCCC2)c1 (centres undefined)	-15	9	1	0.4	1	0.1	6	0
COc1ccccc1C=NN=C1c2ccccc2-c2ccccc21	-2	.	-3	0.1	.	0.8	13	-3
O=C(Nc1nccs1)c1ccc(-c2ccc([N+](=O)[O-])cc2)o1	-459	-28	-8	0.0	69*	.	16	0
O=C(NCc1ccccc1)Nc1cccn(Cc2ccc(Cl)cc2)c1=O	-9	.	5	0.0	.	.	-13	0
O=C(C[C@H]1CC[C@H]2[C@@H](COC[C@@H](O)CN2C(=O)c2ccncc2)O1)NC1CCC1	-1	-2	-1	0.7	3	0.1	27	2
O=C(CCN1C(=O)[C@H]2CC=CC[C@H]2C1=O)NCc1nc(-c2ccccc2)no1	-3	-7	.	-0.1	-4	-0.3	-3	2
O=C1CC2(CCCC2)Oc2ccccc21	-10	11	-3	-0.2	-1	0.6	-5	1
O=c1c(-c2ccco2)[n+]([O-])c2ccccc2n1OCc1c(F)cccc1F	-38	-3	3	0.1	.	0.0	-3	3
Cc1c[n+]([O-])cc(C)c1Oc1ccccc1	-10	-5	-3	-0.1	-5	-0.3	-4	1
Cc1cc(C)cc(N(CCC#N)C(=O)COC(=O)c2ccccc2SCC(=O)N2CCCC2)c1	4	10	3	0.0	2	-0.3	1	-1
C[C@@H]1CN([C@@H](C)CO)C(=O)c2cc(C#CC3CC3)cnc2O[C@@H]1CN(C)S(=O)(=O)c1cccc(F)c1	5	-13	2	-0.4	17	-0.4	3	0
O=C(NC1CCN(C(=S)Nc2ccc(F)cc2)CC1)c1ccco1	0	2	-3	0.1	-4	5.4	0	-1
CN1c2ccc(-c3cccc(F)c3)cc2[C@H]2[C@H](CCN2C(=O)CC2CC2)[C@@H]1CO	-37	1	-2	0.0	-1	0.1	4	3
C[C@@H]1CN([C@@H](C)CO)C(=O)c2cc(-c3ccccc3)cnc2O[C@H]1CN(C)C(=O)Nc1ccccc1F	7	-4	13	0.7	9	0.3	6	-7
CC(C)c1ccc(OC(=O)c2ccc3c(=O)n4c(nc3c2)CCC4)cc1	-16	-9	2	0.0	2	.	29	78*
Cn1c(=O)[nH]c(=O)c2c1nc1n2CC(COc2ccc3ccccc3c2)O1 (centres undefined)	1	.	4	-0.1	.	-0.1	4	3
Cc1ccc(S(=O)(=O)CCC(=O)OCc2ccc(S(=O)(=O)C(C)C)cc2)cc1	-22	.	-5	0.4	.	-0.3	8	0
COc1ccc(N2CCN(C(C)C(=O)N3CC(C)OC(C)C3)CC2)cc1 (centres undefined)	-6	.	-5	0.1	.	0.0	4	1
COc1ccc(C2c3ccc4ccccc4c3Oc3ncn(CCO)c(=N)c32)cc1 (centres undefined)	-10	-1	7	.	-88	.	-1	0
Cc1ccc(CS(=O)(=O)c2nc3c(c(N(C)C)n2)CCCC3)cc1	-19	.	-7	0.5	.	-1.6	-8	0
CN(CC(=O)N(C)CC(=O)Nc1c(Cl)cccc1Cl)Cc1ccccc1F	-6	-2	1	0.6	19	0.0	0	-3
CS(=O)(=O)N1CCCCN2[C@H](CO)[C@@H](c3ccc(-c4cccc(C#N)c4)cc3)[C@H]2C1	-9	-3	-2	0.2	3	0.6	0	0
CN1CCN(C(=O)C[C@H]2CC[C@@H](NC(=O)Cc3ccccn3)[C@H](CO)O2)CC1	-5	2	4	-0.3	7	0.7	1	0

Not a retest: entries from further up.
SMILES	RAD52 inh	RAD54 inh	ERp5 inh	XiGFP reactiv	esBAF inh	E-sel inducer	S100A4 inh HTS	ERAP1 HTS inh
COc1ccc(C2c3ccc4ccccc4c3Oc3ncn(CCO)c(=N)c32)cc1 (centres undefined)	-10	-1	7	.	-88	.	-1	0
Cc1ccc(CS(=O)(=O)c2nc3c(c(N(C)C)n2)CCCC3)cc1	-19	.	-7	0.5	.	-1.6	-8	0
CN(CC(=O)N(C)CC(=O)Nc1c(Cl)cccc1Cl)Cc1ccccc1F	-6	-2	1	0.6	19	0.0	0	-3
CS(=O)(=O)N1CCCCN2[C@H](CO)[C@@H](c3ccc(-c4cccc(C#N)c4)cc3)[C@H]2C1	-9	-3	-2	0.2	3	0.6	0	0
CN1CCN(C(=O)C[C@H]2CC[C@@H](NC(=O)Cc3ccccn3)[C@H](CO)O2)CC1	-5	2	4	-0.3	7	0.7	1	0

The listing picks up, starting two compounds before the break.
SMILES	RAD52 inh	RAD54 inh	ERp5 inh	XiGFP reactiv	esBAF inh	E-sel inducer	S100A4 inh HTS	ERAP1 HTS inh
CS(=O)(=O)N1CCCCN2[C@H](CO)[C@@H](c3ccc(-c4cccc(C#N)c4)cc3)[C@H]2C1	-9	-3	-2	0.2	3	0.6	0	0
CN1CCN(C(=O)C[C@H]2CC[C@@H](NC(=O)Cc3ccccn3)[C@H](CO)O2)CC1	-5	2	4	-0.3	7	0.7	1	0
Cc1c(C)c2cc(Cl)c(OCC(=O)NC3CC(C)(C)NC(C)(C)C3)cc2oc1=O	3	2	.	0.0	-3	-0.2	3	-3
Cc1noc(C)c1S(=O)(=O)Nc1ccc2c(c1)C(=O)N([C@@H](C)CO)C[C@@H](C)[C@@H](CN(C)C(=O)c1ccncc1)OCCCC[C@@H](C)O2	8	-1	-6	-1.0	-3	-0.1	5	1
Cc1c(C(=O)N2CCN(c3ccccn3)CC2)sc2ncnc(N3CCOCC3)c12	-10	-5	-2	.	2	.	29	-2
FC(F)(F)c1cc(Oc2ccccc2)ncc1-c1nnc(-c2ccccc2Cl)o1	-5	0	-3	0.5	10	-0.3	-3	7
C[C@H](NC(=O)c1ccc(C(C)(C)C)cc1)C(=O)N1CCN(C/C=C/c2ccccc2)CC1	-6	-14	2	0.3	3	2.2	-7	-3
COc1cccc(-c2cnc3c(c2)C(=O)N([C@H](C)CO)C[C@H](C)[C@H](CN(C)S(=O)(=O)c2cccc(OC)c2)O3)c1	5	2	-7	-1.1	.	-0.2	-4	-1
Cc1cc(/N=C/N(C)C)on1	-8	0	3	.	-7	.	4	-2
Cc1cc(C)cc(NC(=O)CN2CCC(NC(=O)Cc3ccccc3)CC2)c1	3	1	1	.	1	.	-6	-3
O=c1c(-c2ccc(O)cc2)coc2cc(OC3OC(CO)C(O)C(O)C3O)ccc12 (centres undefined)	-14	0	6	0.0	33	3.4	-7	-1
COc1ccc(CCN2C(=O)N[C@@H](CCC(=O)O)C2=O)cc1	2	-8	0	-0.1	0	.	0	2
COc1ccc(CNC(=O)CN(Cc2ccc(Cl)cc2)C(=O)c2csnn2)cc1	-37	-1	-2	0.2	-2	.	-2	2

Some of the entries so far, as labelled records.
Cc1noc(C)c1S(=O)(=O)Nc1ccc2c(c1)C(=O)N([C@@H](C)CO)C[C@@H](C)[C@@H](CN(C)C(=O)c1ccncc1)OCCCC[C@@H](C)O2
  RAD52 inh: 8; RAD54 inh: -1; ERp5 inh: -6; XiGFP reactiv: -1.0; esBAF inh: -3; E-sel inducer: -0.1; S100A4 inh HTS: 5; ERAP1 HTS inh: 1
COc1ccc(CNC(=O)CN(Cc2ccc(Cl)cc2)C(=O)c2csnn2)cc1
  RAD52 inh: -37; RAD54 inh: -1; ERp5 inh: -2; XiGFP reactiv: 0.2; esBAF inh: -2; E-sel inducer: .; S100A4 inh HTS: -2; ERAP1 HTS inh: 2
FC(F)(F)c1cc(Oc2ccccc2)ncc1-c1nnc(-c2ccccc2Cl)o1
  RAD52 inh: -5; RAD54 inh: 0; ERp5 inh: -3; XiGFP reactiv: 0.5; esBAF inh: 10; E-sel inducer: -0.3; S100A4 inh HTS: -3; ERAP1 HTS inh: 7

High-throughput results (PubChem BioAssay)
